From PubChem BioAssay
D1 ag: human D1 receptor agonism | P21728 | HEK293 T-REx D1 cells, calcium flux, agonist mode | activation, % at 2 µM | actives 1% (n = 360,000); in the data active = activation above about 30%; also: 0% is about no effect
Target sequence (P21728 whole entry, looked up): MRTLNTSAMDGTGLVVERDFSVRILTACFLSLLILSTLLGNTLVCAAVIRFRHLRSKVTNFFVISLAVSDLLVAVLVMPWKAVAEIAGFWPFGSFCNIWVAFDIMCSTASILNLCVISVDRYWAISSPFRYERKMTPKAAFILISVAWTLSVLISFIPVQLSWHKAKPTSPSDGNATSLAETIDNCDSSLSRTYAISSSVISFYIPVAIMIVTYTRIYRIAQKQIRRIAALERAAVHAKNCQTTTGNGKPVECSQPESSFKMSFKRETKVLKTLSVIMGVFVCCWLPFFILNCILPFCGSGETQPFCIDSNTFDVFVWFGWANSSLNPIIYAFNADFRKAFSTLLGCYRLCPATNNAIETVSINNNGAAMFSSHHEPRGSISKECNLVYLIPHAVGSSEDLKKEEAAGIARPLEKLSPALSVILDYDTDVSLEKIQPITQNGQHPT
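Tetracycline-induced HEK293 TREx D1 cells, force-coupled to calcium signalling, were dye-loaded with a no-wash calcium kit. Compound was pin-added after a 10 s baseline. Fluorescence was read kinetically at 1 cycle/s for 180 s, with calcium rises flagged as agonism.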
D1 antagonist: blocks dopamine activation of the human D1 receptor; P21728; activity change, negative = inhibition, % at 10 µM; AID 504652; actives 3.2% (n = 360,000); HEK293 TREx D1 cells, calcium flux, dopamine EC80; active compounds read low; in the data active = activity change below about -30%; also: % is scaled to controls: 0 for no effect and ±100 for the full control effect
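Compound effects on dopamine-evoked calcium signalling were measured in tetracycline-induced HEK293 Trex D1 cells. Dopamine at EC80 followed a 180 s compound pre-read, and fluorescence was tracked kinetically for 180 s more.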
GRP78 ERSR act: ER stress response induction in glioma. U87-MG GRP78 promoter luciferase reporter, 16 h. Potency, µM, without a hit: at the highest dose activation, actives largely listed as activators. actives 0.02% (n = 420,000). AID 602332; also: potency is read from the fitted curve at half-maximal effect; series mostly up to about 76 µM; % of control where 0% means no effect; nearly all actives have a fitted effect of over 35% in size
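ERSR induction read as luciferase luminescence (Bright-Glo, 10 min at room temperature) in stably transfected human U87-MG glioma cells exposed to compounds for 16 h, using GRP78 as sensor.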
RXFP1 ag: activates the human relaxin receptor RXFP1; actives 0.3% (n = 370,000); Potency, µM (series often up to 57.5 µM), for the others: at the top dose activation, actives largely listed as activators; Q9HBX9; HEK293T-RXFP1 cAMP TR-FRET, 30 min; response scale: percent of porcine relaxin response, buffer zero; AID 2676; also: potency is read from the fitted curve at half-maximal effect; % is scaled to controls: 0 for no effect and ±100 for the full control effect; nearly all actives have a fitted effect of over 60% in size; many of its hits are not listed in these tables
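HEK293 cells stably expressing RXFP1, treated 30 min at 37C with compounds plus PDE4 inhibitor Ro 20174; cAMP measured by HTRF TR-FRET. Normalized to buffer and 29 nM porcine relaxin; EC50 by Hill fit.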
D1 PAM: enhances dopamine response at the human D1 receptor. HEK293 TREx D1 cells, calcium flux, dopamine EC20 potentiation. potentiation, % at 10 µM. actives 0.036% (n = 360,000). AID 504651; in the data active = potentiation above about 30%; also: 0% is about no effect
RXFP1 antagonist: RXFP1 (human) relaxin receptor antagonism. Q9HBX9. HEK293-RXFP1, relaxin-stimulated cAMP HTRF, 30 min; active compounds read low. activity change, negative = inhibition, % at 57.5 µM. actives 0.59% (n = 350,000). AID 1259400;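 active = activity change of -60% or lower, but not beyond a set lower limit; inconclusive = change between -60% and -40%, or beyond the set limit; inactive = change above -40%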; also: % is scaled to controls: 0 for no effect and ±100 for the full control effect
Vif-A3F inh: Vif-A3F binding inhibition. HeLa A3F-eYFP + Vif (tagged APOBEC3F with the HIV-1 protein that degrades it), YFP fluorescence increase. Potency, µM (titrated, usually from 46.1 µM), for inactives: top-dose activity, negative = active. actives 0.2% (n = 390,000); also: potency is read from the fitted curve at half-maximal effect; % of control where 0% means no effect; nearly all actives have a fitted effect of over 65% in size
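HeLa cells stably expressing Vif plus C-terminally eYFP-tagged A3F were seeded, incubated overnight at 37 deg C, dosed with compound, incubated overnight again at 37 deg C. Yellow fluorescence (Ex 488/Em 500-530) reported blocked Vif-mediated A3F-eYFP degradation.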
Vif-APOBEC3G blk: blocks the Vif interaction with human APOBEC3G | HeLa A3G-eYFP + Vif (tagged APOBEC3G with the HIV-1 protein that degrades it), YFP fluorescence, overnight | Q9HC16 | Potency, µM (highest dose often 46.1 µM), without a hit: top-dose activity, negative = active, hits mostly inhibitors | actives 0.076% (n = 410,000) | AID 602310;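 also: potency is read from the fitted curve at half-maximal effect; % is scaled to controls: 0 for no effect and ±100 for the full control effect; nearly all actives have a fitted effect of over 60% in size; hits raise eYFP signal because A3G escapes Vif-driven loss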
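HeLa cells stably expressing Vif and C-terminally eYFP-tagged A3G, seeded overnight at 37 deg C, then exposed to compound by pintool overnight at 37 deg C. Rise in yellow fluorescence (Ex 488/Em 500-530, Acumen) marks blocked Vif-driven A3G degradation.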
D2 PAM: positive allosteric modulators of human D2 dopamine receptor; P14416; HEK293 T-REx D2, calcium flux, EC20 dopamine potentiation; potentiation, % at 10 µM; actives 0.34% (n = 340,000);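 active = potentiation over 3 SD above the plate norm, cut at about 30% in these data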; also: 0% is about no effect
Target sequence (P14416 whole entry, looked up): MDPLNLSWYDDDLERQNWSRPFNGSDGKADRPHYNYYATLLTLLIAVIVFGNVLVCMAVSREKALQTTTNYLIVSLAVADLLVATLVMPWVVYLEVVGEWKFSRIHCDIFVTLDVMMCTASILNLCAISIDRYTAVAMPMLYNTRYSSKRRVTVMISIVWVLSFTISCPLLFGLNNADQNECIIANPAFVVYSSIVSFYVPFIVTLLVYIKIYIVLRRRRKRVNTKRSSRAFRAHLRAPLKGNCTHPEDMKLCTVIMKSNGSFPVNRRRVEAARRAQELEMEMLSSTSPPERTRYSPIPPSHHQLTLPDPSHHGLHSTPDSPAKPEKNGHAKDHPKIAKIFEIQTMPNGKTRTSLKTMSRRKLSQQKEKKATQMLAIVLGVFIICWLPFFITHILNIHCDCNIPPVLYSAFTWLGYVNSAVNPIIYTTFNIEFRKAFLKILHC
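Potentiation of an EC20 dopamine calcium response measured kinetically over 180 s, after a preceding 180 s compound-only read flagging agonists. Cells: inducible Hek293 Trex D2 line, 4000/well, cultured overnight at 30 C before dye loading.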
* marks the source's active call; other numbers are inactive results; ? = inconclusive; · = no result given. Unless noted, calls follow the shape of the dose curve; as a rule, active = well fitted curve in the direction sought with a large enough effect; inconclusive = small, poorly fitted or top-dose-only effect, or another doubt; inactive = no such curve, though single readings can be large; an effect the other way counts as inactive or inconclusive.

entry	Compound	D1 ag	D1 antagonist	GRP78 ERSR act	RXFP1 ag	D1 PAM	RXFP1 antagonist	Vif-A3F inh	Vif-APOBEC3G blk	D2 PAM
1	NC(=O)c1c(NC(=O)C2CCCO2)sc2c1CCCC2 (stereo not drawn)	0	-15	0%	-2.0%	-6	-5	-8%	-3%	·
2	Cc1ccc2oc(-c3ccc(Cl)c(NC(=O)Cc4ccccc4)c3)nc2c1	2	6	3%	?	-2	-4	1%	-7%	1
3	CCN(CC)S(=O)(=O)c1ccc(C(=O)Nc2cc(S(=O)(=O)N3CCOCC3)ccc2N2CCN(C)CC2)cc1	·	·	-5%	·	·	-9	3%	3%	·
4	CC(NC(=O)CSc1nnc(-c2cccc(S(=O)(=O)N3CCCCC3)c2)o1)C12CC3CC(CC(C3)C1)C2 (stereo not drawn)	0	5	2%	0.7%	-3	1	·	-9%	12
5	CCOc1ccc(NC(=O)c2c[nH]n3c(=O)cc(C4CCN(C(=O)OC(C)(C)C)CC4)nc23)cc1	2	-32*	3%	1.6%	-3	0	2%	0%	-7
6	COc1ccccc1NC(=O)CCN1C(=O)C2CC=CCC2C1=O (stereo not drawn)	0	8	-1%	0.1%	1	-2	-6%	4%	-11
7	O=C(CCc1ccccc1)N/N=C\c1cc2c(cc1Br)OCO2	5	-31*	-3%	0.4%	-8	-17	1%	-2%	-24
8	COc1ccc(-c2nn(-c3ccccc3)cc2C(=O)N(C)CC(=O)Nc2ccc(N3CCOCC3)cc2)cc1	1	8	-3%	2.2%	-1	-18	7%	-2%	-10
9	CCN(CC)S(=O)(=O)c1ccc(N2CCOCC2)c(NS(=O)(=O)c2ccc(Cl)s2)c1	·	·	-4%	·	·	5	-7%	-1%	·
10	Cc1ccc(C2C3=C(CCCC3=O)OC3=C2C(=O)CCC3)cc1	3	0	-1%	0.4%	1	-7	5%	2%	1
11	COc1ccc(/C=C2/SC(=O)N(CCCCCC(=O)Nc3ccccc3C(=O)O)C2=S)cc1	1	0	-14%	0.9%	-1	-3	1%	0%	-3
12	COCCn1c(SCC(=O)Nc2ccc(F)cc2)nc2ccccc2c1=O	-1	18	-2%	2.3%	-2	6	3%	-5%	-1

Next section.
entry	Compound	D1 ag	D1 antagonist	GRP78 ERSR act	RXFP1 ag	D1 PAM	RXFP1 antagonist	Vif-A3F inh	Vif-APOBEC3G blk	D2 PAM
13	O=C(NCCc1ccccn1)C(F)(F)C(F)(F)C(F)(F)C(F)(F)C(F)(F)C(F)(F)C(F)(F)C(F)F	0	8	-5%	-1.2%	1	-2	5%	-1%	0
14	COc1ccc(C(=O)NCCn2nc(C)cc2C)cc1OC1CCN(C(C)=O)CC1	4	2	-4%	-1.0%	2	-5	0%	-2%	9
15	CC(C)(C)NC(=O)COC(=O)c1ccc(S(=O)(=O)N2CCCC2)cc1	2	19	-6%	-2.4%	-1	-4	1%	-1%	-11
16	CN1CCC(CC(C(=O)N2CCCC2)(c2ccccc2)c2ccccc2)C1 (stereo not drawn)	·	·	0%	·	·	-16	3%	3%	·
17	Cc1ccc(C)n1C1CCS(=O)(=O)C1 (stereo not drawn)	1	3	-8%	0.0%	-1	10	3%	0%	-8
18	CN1CCN(c2ccc(NC(=S)NC(=O)c3cccc4ccccc34)cc2)CC1	14	-23	-1%	-1.6%	-15	-10	-7%	?	2
19	COc1ccc(N2C(=O)NC3CC2(C)Oc2ccccc23)cc1 (stereo not drawn)	0	-39*	-4%	2.9%	-7	-9	4%	-2%	-2
20	Cc1ccc(NC(=O)CCC(=O)NNC(=O)c2cccc([N+](=O)[O-])c2)cc1C	4	-13	-4%	0.1%	0	-6	-2%	-1%	7
21	CCN(CC)c1ccc(/C=N/NC(=O)Cc2cccs2)cc1	2	-2	2%	0.5%	11	·	4%	-11%	·
22	COCCc1nn2c(=O)cc(COC(=O)C(c3ccccc3)c3ccccc3)nc2s1	10	4	-2%	1.9%	-6	-24	-3%	2%	2
23	CCOC(=O)c1c(C)nc2sc3c(=O)n(-c4ccc(C(C)=O)cc4)nnc3c2c1-c1ccc(OC)cc1	6	-5	-4%	-0.4%	6	9	1%	6%	18
24	CCn1nc(-c2ccccc2)c(-c2ccccc2)c(C(=O)Nc2ccc(S(N)(=O)=O)cc2)c1=O	1	1	-2%	0.4%	0	-12	1%	-3%	-1

The list continues:
entry	Compound	D1 ag	D1 antagonist	GRP78 ERSR act	RXFP1 ag	D1 PAM	RXFP1 antagonist	Vif-A3F inh	Vif-APOBEC3G blk	D2 PAM
25	CC(=O)c1cccc(NC(=S)NCCCCc2ccccc2)c1	10	-14	0%	-0.1%	-2	5	4%	-2%	2
26	COC(=O)c1ccc(CSc2ncnc3c2nnn3-c2ccc(OC)cc2)o1	-3	-6	-1%	-1.4%	6	-2	1%	-9%	-7
27	NS(=O)(=O)c1ccc(NC(=O)CN2CCc3ccccc32)cc1	2	-7	-1%	0.1%	1	-16	7%	2%	0
28	CCCCC(C(=O)NC1CCCC1)N(Cc1ccco1)C(=O)Cn1nnc(-c2ccc(F)cc2)n1 (stereo not drawn)	7	-21	-5%	-1.7%	-2	1	0%	6%	·
29	CC(=O)N/C(=N\OCc1ccccc1Cl)c1nonc1NC(C)=O	5	9	-1%	5.6%	-2	-10	-5%	0%	6
30	Fc1ccccc1Nc1nc2ccccc2o1	-1	0	-5%	6.1%	-7	-19	8%	-4%	8
31	Cc1ccc(S(=O)(=O)NCCn2c(C)cc3ccccc32)cc1	6	-6	·	6.1%	-8	·	·	·	14
32	O=C(Nn1cnnc1)c1ccc(Cl)c(Cl)c1	2	-20	-2%	0.8%	4	-5	-16%	-2%	0
33	CCc1nnc2c3ccccc3nc(N3CCN(c4ccc(C)cc4C)CC3)n12	1	-4	1%	-1.0%	2	-5	-2%	-1%	-11
34	CCN(CC)CCOc1ccc(C=NNc2nc3c([nH]2)c(=O)n(C)c(=O)n3C)cc1	·	·	-1%	·	·	-25	-7%	1%	·
35	Cc1ccc(S(=O)(=O)N2CCN(C(=O)CNC(=O)c3ccc(Cl)cc3)CC2)cc1	·	·	-4%	·	·	-10	-5%	-1%	·
36	COc1ccc(NC(=O)c2oc3ccccc3c2NC(=O)c2ccc(OC)c(OC)c2)c(OC)c1	·	·	2%	·	·	-4	?	0%	·

Sorted by length of the SMILES (smallest number first): some entries from above
entry	Compound	D1 ag	D1 antagonist	GRP78 ERSR act	RXFP1 ag	D1 PAM	RXFP1 antagonist	Vif-A3F inh	Vif-APOBEC3G blk	D2 PAM
30	Fc1ccccc1Nc1nc2ccccc2o1	-1	0	-5%	6.1%	-7	-19	8%	-4%	8
32	O=C(Nn1cnnc1)c1ccc(Cl)c(Cl)c1	2	-20	-2%	0.8%	4	-5	-16%	-2%	0
25	CC(=O)c1cccc(NC(=S)NCCCCc2ccccc2)c1	10	-14	0%	-0.1%	-2	5	4%	-2%	2
31	Cc1ccc(S(=O)(=O)NCCn2c(C)cc3ccccc32)cc1	6	-6	·	6.1%	-8	·	·	·	14
29	CC(=O)N/C(=N\OCc1ccccc1Cl)c1nonc1NC(C)=O	5	9	-1%	5.6%	-2	-10	-5%	0%	6
26	COC(=O)c1ccc(CSc2ncnc3c2nnn3-c2ccc(OC)cc2)o1	-3	-6	-1%	-1.4%	6	-2	1%	-9%	-7
33	CCc1nnc2c3ccccc3nc(N3CCN(c4ccc(C)cc4C)CC3)n12	1	-4	1%	-1.0%	2	-5	-2%	-1%	-11
34	CCN(CC)CCOc1ccc(C=NNc2nc3c([nH]2)c(=O)n(C)c(=O)n3C)cc1	·	·	-1%	·	·	-25	-7%	1%	·
36	COc1ccc(NC(=O)c2oc3ccccc3c2NC(=O)c2ccc(OC)c(OC)c2)c(OC)c1	·	·	2%	·	·	-4	?	0%	·
28	CCCCC(C(=O)NC1CCCC1)N(Cc1ccco1)C(=O)Cn1nnc(-c2ccc(F)cc2)n1 (stereo not drawn)	7	-21	-5%	-1.7%	-2	1	0%	6%	·
24	CCn1nc(-c2ccccc2)c(-c2ccccc2)c(C(=O)Nc2ccc(S(N)(=O)=O)cc2)c1=O	1	1	-2%	0.4%	0	-12	1%	-3%	-1
23	CCOC(=O)c1c(C)nc2sc3c(=O)n(-c4ccc(C(C)=O)cc4)nnc3c2c1-c1ccc(OC)cc1	6	-5	-4%	-0.4%	6	9	1%	6%	18

Continued:
entry	Compound	D1 ag	D1 antagonist	GRP78 ERSR act	RXFP1 ag	D1 PAM	RXFP1 antagonist	Vif-A3F inh	Vif-APOBEC3G blk	D2 PAM
37	COc1ccc(NC(=O)C(CCSC)NC(N)=O)cc1Cl (stereo not drawn)	2	-4	2%	-0.7%	-3	2	-11%	-5%	-6
38	Cc1cc(NS(=O)(=O)c2ccc(NC(=S)Nc3ccc(Cl)cc3C)cc2)no1	1	-5	-1%	0.5%	-4	-7	-1%	1%	10
39	CCCn1c(SCC(=O)Nc2nc(C)cs2)nnc1-c1cccnc1	1	13	-6%	1.3%	6	9	2%	-8%	5
40	Fc1ccc(NC(=S)N2CCN(c3ncccn3)CC2)cc1	4	-6	-1%	0.8%	-8	5	3%	3%	-10
41	O=C(CSc1ncnc2nc[nH]c12)Nc1nnc(SCc2ccc(Cl)c(Cl)c2)s1	-1	13	-5%	0.3%	-5	-7	-26%	-15%	7
42	O=C(COCc1cc(-c2ccc3c(c2)OCO3)on1)Nc1cc(C(F)(F)F)ccc1Cl	33*	-7	1%	9.5%	-2	-13	6%	3%	-4
43	CCN(CC)C(CNS(=O)(=O)c1ccc(Cl)cc1)c1ccccc1 (stereo not drawn)	4	-5	-1%	-0.4%	-1	-6	0%	2%	1

Not all compounds are listed; the hit share may differ from the screen's.
